Xi reactivation – X-chromosome reactivation activator. XiGFP mouse fibroblasts, % GFP-positive cells imaging, 3 d; cells co-treated with 5-aza-dC sensitizer; scaled so ellipticine positive control = 100%. activation, % at 7.58 µM. 360,000 compounds, 0.055% hits;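 active = mean normalized replicate activation at least 10% and every replicate at or above 10%; inconclusive = only one of the two criteria met; inactive = mean below 10% and not all replicates reach 10%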;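 note: 0% = median of on-plate neutral control wells and 100% = ellipticine 6 µM median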
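material = 68-5-11 XiGFP fibroblast line | medium = DMEM plus 5-aza-dC sensitizer | schedule = 3 days compound exposure | benchmarks = positive control ellipticine, 6 µM final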
GSIS activator – primary screen for activators of insulin secretion dependent on glucose, INS-1E cells, GLuc reporter luminescence. INS-1E GLuc reporter insulin secretion, 2-3 h. activation, % at 16.6 µM. 370,000 compounds, 0.61% hits. AID 743287;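 active = lowest replicate activation of at least 40%, so every replicate reaches that level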;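 note: 0% = median of neutral control wells and 100% = median of IBMX positive control wells; some compounds called inactive have numbers as strong as hits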
CFTR F508del cor – CFTR F508del correction in bronchial cells | CFBE cells, YFP halide quenching; stimulated with forskolin plus potentiator P3; % fluorescence drop versus neutral controls | activity (quench increase), % at 7.58 µM | 350,000 compounds, 0.36% hits;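 active = mean added fluorescence quench of at least 8% versus neutral control, with both replicates also reaching 8%; inconclusive = only one of the mean or replicate conditions met; inactive = mean below 8% and not both replicates reaching 8%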;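 note: cells transiently co-express mutant CFTR-F508del with the halide-sensitive YFP; corrector assay measuring rescue of mutant channel to the surface after 24 h compound exposure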
DENV2 CPE – DENV2-induced cell death inhibition; DENV2-infected cells, cytopathic effect rescue, plate reader; 350,000 compounds, 1.7% hits; CPE inhibition, % at 9.99 µM; in the data active = CPE inhibition above about 20%, passing the limit was not always enough; inconclusive = no clear call, values can overlap the other calls; tested in BHK-21 cells;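 note: 0% = median of neutral control wells and 100% = median of positive control wells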
ARNT-TACC3 inh – disrupts binding between human ARNT and TACC3. 390,000 compounds, 0.66% hits. AlphaScreen His-ARNT PAS-B/GST-TACC3 binding, luminescence; TACC3 fragment carries E629A point mutation. Q9Y6A5. inhibition, % at 9.99 µM;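 active = mean inhibition of replicates at least 50% and at least half of replicates each reaching 50%; inconclusive = half or more replicates reach 50% but mean below 50%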;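 note: 0% = complete ARNT plus TACC3 wells and 100% = ARNT alone without TACC3; many hits fall short of the cut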
EWS-Fli inh – inhibitors of EWS/Fli oncoprotein transcriptional activity; A673 NR0B1-luciferase reporter, viability-normalised; inhibition, % at 12.6 µM; 350,000 compounds, 0.67% hits; AID 651661;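 active = mean inhibition of at least 50% after viability correction, with every replicate also passing that limit; inconclusive = mean reaches 50% but only one of two replicates passes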;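 note: firefly luciferase signal divided by Alamar Blue viability fluorescence both relative to DMSO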
ERp5 block – inhibitors of human ERp5; Q15084; ERp5 insulin aggregation, absorbance 650 nm, 90 min; inhibition, % at 9.99 µM; 350,000 compounds, 0.05% hits;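 active = mean replicate inhibition above about 25%, with every replicate also reaching it, limit read from the data, passing the limit was not always enough; inconclusive = only one of those two criteria met; inactive = neither criterion met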
Target sequence (Q15084 whole entry, looked up): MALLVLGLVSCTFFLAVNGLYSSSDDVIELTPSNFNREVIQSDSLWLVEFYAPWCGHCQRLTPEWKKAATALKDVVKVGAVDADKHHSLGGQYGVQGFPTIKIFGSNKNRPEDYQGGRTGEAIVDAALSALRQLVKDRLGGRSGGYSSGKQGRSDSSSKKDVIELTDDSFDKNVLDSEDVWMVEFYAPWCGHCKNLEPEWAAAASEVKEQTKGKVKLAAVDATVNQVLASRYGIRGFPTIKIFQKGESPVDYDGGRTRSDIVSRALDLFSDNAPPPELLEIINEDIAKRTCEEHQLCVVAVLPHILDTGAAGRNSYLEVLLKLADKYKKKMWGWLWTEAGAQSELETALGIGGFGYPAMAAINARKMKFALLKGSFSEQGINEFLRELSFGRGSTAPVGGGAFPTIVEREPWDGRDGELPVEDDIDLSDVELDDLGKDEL
PAX8 reporter – PAX8 transcriptional activity inhibition. RMG-I TPO-luciferase reporter, SteadyGlo, 24 h. AID 652154. inhibition, % at 12.6 µM. 360,000 compounds, 1.2% hits;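 active = mean replicate inhibition at least 60% with every replicate also reaching 60%; inconclusive = only one of the two criteria is met; inactive = mean below 60% and not all replicates reaching 60%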;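 note: luciferase light reporting Pax8 driven TPO promoter activity; plate controls were median of neutral control wells for no effect and mitoxantrone controls for full effect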
An asterisk follows results filed as active; ? = inconclusive; · = not tested or not shown.

| smiles | Xi reactivation | GSIS activator | CFTR F508del cor | DENV2 CPE | ARNT-TACC3 inh | EWS-Fli inh | ERp5 block | PAX8 reporter |
| --- | --- | --- | --- | --- | --- | --- | --- | --- |
| C[C@@H]1CN([C@H](C)CO)C(=O)c2cc(NC(=O)Nc3ccc(C(F)(F)F)cc3)ccc2O[C@@H]1CN(C)Cc1ccc(Oc2ccccc2)cc1 | 0.0 | 8 | 2.9 | 8 | -5 | -1 | -5 | · |
| CC(C)NC(=O)Nc1ccc2c(c1)CC(=O)N([C@@H](C)CO)C[C@H](C)[C@H](CN(C)Cc1ccc(-c3ccccc3)cc1)O2 | -1.1 | -1 | -2.9 | 2 | 6 | 6 | 5 | 3 |
| O=C(N[C@@H]1CC[C@@H](CCNS(=O)(=O)Cc2ccccc2)O[C@H]1CO)c1cnccn1 | 0.4 | 5 | 3.2 | 3 | -1 | 1 | -2 | 12 |
| CC(C)NC(=O)Nc1ccc2c(c1)C(=O)N([C@H](C)CO)C[C@H](C)[C@H](CN(C)C(=O)c1ccncc1)OCCCC[C@H](C)O2 | -0.1 | 16 | -2.8 | -3 | 6 | · | -2 | -9 |
| Cc1cccc(-c2noc(CNC(=O)COc3ccccc3C)n2)c1 | 0.1 | 13 | 0.9 | 4 | -15 | 3 | 7 | 0 |
| Cc1cc(CSc2nc(C)cc(=O)[nH]2)c2ncccc2c1 | -0.1 | -16 | -1.4 | -1 | 2 | 6 | 2 | -11 |
| CN(C)CCCn1c(=O)n(CCc2ccccc2)c(=O)c2c3c(sc21)CCCCC3 | 0.3 | · | 0.1 | -17 | 5 | 3 | 1 | 32 |
| COc1cc2c(cc1OC)[C@@H](NC(=O)Cc1ccc(F)cc1)[C@H](OCc1ccccc1)C2 | -0.2 | -11 | -0.6 | 11 | -2 | -29 | 1 | -27 |
| Cc1nc2c(O)c3c(c(O)c2nc1C)C1C=CC3CC1 | 4.7 | -33 | 0.9 | -4 | 5 | -5 | -9 | 1 |
| COc1ccc(NC(=O)CSc2nc(=O)n(CCN3CCOCC3)c3c2CCCC3)c(OC)c1 | 3.5 | -4 | 1.2 | 5 | -4 | -1 | 3 | · |
| COC(=O)[C@@]1(Cc2ccc(F)cc2)[C@H]2c3cc(C(=O)N(C)C)n(CCc4c[nH]c5ccc(O)cc45)c3C[C@H]2CN1C(=O)c1ccccc1 | 0.0 | -31 | -3.3 | 1 | · | 6 | -1 | -15 |
| Cn1c(=O)oc2cc(S(=O)(=O)NCCCN3CCCC3=O)ccc21 | 0.2 | 5 | -1.3 | 16 | -4 | 2 | -3 | 6 |

Four of the entries above in order of the GSIS activator value, low to high.
| smiles | GSIS activator |
| --- | --- |
| Cc1nc2c(O)c3c(c(O)c2nc1C)C1C=CC3CC1 | -33 |
| Cc1cc(CSc2nc(C)cc(=O)[nH]2)c2ncccc2c1 | -16 |
| Cn1c(=O)oc2cc(S(=O)(=O)NCCCN3CCCC3=O)ccc21 | 5 |
| CC(C)NC(=O)Nc1ccc2c(c1)C(=O)N([C@H](C)CO)C[C@H](C)[C@H](CN(C)C(=O)c1ccncc1)OCCCC[C@H](C)O2 | 16 |

The list continues.
| smiles | Xi reactivation | GSIS activator | CFTR F508del cor | DENV2 CPE | ARNT-TACC3 inh | EWS-Fli inh | ERp5 block | PAX8 reporter |
| --- | --- | --- | --- | --- | --- | --- | --- | --- |
| CCCCNC(=O)C1(C)CCN1C(=O)Cc1ccc(OC)cc1 (stereo not drawn) | -0.2 | · | -0.8 | -4 | · | -2 | -3 | -5 |
| CCCNC(=O)C[C@@H]1CC[C@@H]2[C@@H](COc3ccc(NS(=O)(=O)c4ccccc4C)cc3C(=O)N2C)O1 | 0.2 | -5 | -1.3 | 7 | 27 | 9 | -3 | -34 |
| N#C[C@@H]1[C@H](c2ccc(C3=CCCCC3)cc2)[C@@H](CO)N1C(=O)NC1CCCCC1 | 0.0 | -37 | -1.9 | -2 | 19 | -10 | -6 | 7 |
| CN(CC(=O)NCc1ccccc1)S(=O)(=O)c1cnc[nH]1 | · | 1 | -1.7 | -6 | -2 | -1 | 2 | · |
| O=C(NCC[C@@H]1CC[C@@H](NC(=O)Nc2cc(F)ccc2F)[C@H](CO)O1)Nc1ccc(F)cc1 | 0.1 | -3 | -1.5 | 5 | 6 | -4 | 6 | · |
| CC(=O)N1C[C@@H]2[C@H](c3ccccc31)[C@@H](CO)N2C(=O)c1ccc(F)cc1 | 0.0 | 0 | -0.6 | -5 | -2 | 2 | -5 | -9 |
| O=C(Nc1cccc2[nH]ncc12)NS(=O)(=O)c1ccccc1 | 0.0 | -3 | 1.0 | -3 | 12 | 6 | 0 | 20 |
| Cc1nc2ccccn2c1C(=O)N/N=C/c1ccc([N+](=O)[O-])o1 | -0.1 | -3 | -1.8 | 9 | 2 | 33 | -4 | 42 |
| CC(C)CC(=O)Nc1cc2c3c(c1)CCN3C(=O)CC2 | 0.0 | 21 | -2.2 | 5 | 2 | -1 | -6 | -6 |
| Cc1noc(C)c1NC(=O)Nc1ccc2c(c1)C(=O)N([C@@H](C)CO)C[C@@H](C)[C@@H](CN(C)CC1CCCCC1)OCCCC[C@@H](C)O2 | -0.1 | 20 | 0.3 | ? | -3 | 8 | -4 | · |
| Cc1cccc(C(=O)N2CCN(c3ccc(N4CCOCC4)nn3)CC2)c1 | -0.2 | -1 | 1.5 | 1 | -7 | 0 | 0 | -13 |
| CC(C)NC(=O)NC[C@@H]1[C@H](c2ccccc2)[C@H](CO)N1C(=O)c1ccccc1 | 0.2 | 6 | -1.0 | -6 | -10 | 2 | -5 | 14 |

Profiles, looked up by structure. Values in the order: Xi reactivation, GSIS activator, CFTR F508del cor, DENV2 CPE, ARNT-TACC3 inh, EWS-Fli inh, ERp5 block, PAX8 reporter
Record of CC(C)NC(=O)Nc1ccc2c(c1)CC(=O)N([C@@H](C)CO)C[C@H](C)[C@H](CN(C)Cc1ccc(-c3ccccc3)cc1)O2 = -1.1, -1, -2.9, 2, 6, 6, 5, 3
Record of CC(C)NC(=O)Nc1ccc2c(c1)C(=O)N([C@H](C)CO)C[C@H](C)[C@H](CN(C)C(=O)c1ccncc1)OCCCC[C@H](C)O2 = -0.1, 16, -2.8, -3, 6, ·, -2, -9
Record of O=C(NCC[C@@H]1CC[C@@H](NC(=O)Nc2cc(F)ccc2F)[C@H](CO)O1)Nc1ccc(F)cc1 = 0.1, -3, -1.5, 5, 6, -4, 6, ·
Record of CN(C)CCCn1c(=O)n(CCc2ccccc2)c(=O)c2c3c(sc21)CCCCC3 = 0.3, ·, 0.1, -17, 5, 3, 1, 32

(list continues)
| smiles | Xi reactivation | GSIS activator | CFTR F508del cor | DENV2 CPE | ARNT-TACC3 inh | EWS-Fli inh | ERp5 block | PAX8 reporter |
| --- | --- | --- | --- | --- | --- | --- | --- | --- |
| CC(C)(C)c1ccc(S(=O)(=O)N2CCN(Cc3cc4c(cc3O)OCO4)CC2)cc1 | 0.0 | 3 | 0.3 | -6 | · | 8 | 7 | 5 |
| O=C(N/N=C/c1ccc(OC(F)F)cc1)c1ccc(Br)cc1 | 0.1 | -7 | · | · | -5 | · | · | 13 |
| O=C(O)CCC(=O)N(Cc1ccccc1)Cc1ccccc1 | 0.1 | 1 | 1.4 | -5 | -2 | 10 | -6 | 16 |
| CCOc1ccc(NC(=O)CC2SC(=O)N(c3ccccc3)C2=O)cc1 (stereo not drawn) | 0.1 | 3 | -0.7 | -1 | -1 | 6 | 2 | -39 |

Compounds as they come; any-hit rate near 4.2%.
